Source: PubChem (The Scripps Research Institute Molecular Screening Center)
OXTR potentiate: human OXTR potentiators, primary screen, fluorescence, CHO-OTR cells, Fluo-8 calcium; Oxytocin receptor (Homo sapiens), P30559; Fluo-8 calcium fluorescence, potentiator mode; 0% = oxytocin EC15, 100% = EC100; activation, % at 3 µM; 0.061% of 320,000 active; AID 2445, 2010;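 active = activation above that plate's cutoff, the mean activation of tested compounds plus 3 SD, cut at about 6.6% in these data, passing the limit was not always enough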;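 also: 100% uses oxytocin at 75 nM as the full agonist control; some results filed as inactive read as strong as hits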
Target sequence (P30559 whole entry, looked up): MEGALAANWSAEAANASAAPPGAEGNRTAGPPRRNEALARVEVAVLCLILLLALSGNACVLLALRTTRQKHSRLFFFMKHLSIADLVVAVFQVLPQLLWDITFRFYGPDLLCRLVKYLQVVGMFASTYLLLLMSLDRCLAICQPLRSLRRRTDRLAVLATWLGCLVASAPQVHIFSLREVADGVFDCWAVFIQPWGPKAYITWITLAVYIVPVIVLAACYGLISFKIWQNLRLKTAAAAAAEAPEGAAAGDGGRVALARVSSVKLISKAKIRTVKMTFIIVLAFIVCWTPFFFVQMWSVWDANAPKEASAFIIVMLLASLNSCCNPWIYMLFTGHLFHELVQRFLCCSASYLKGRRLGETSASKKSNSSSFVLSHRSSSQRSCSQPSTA
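Measured by – Fluo-8 calcium dye fluorescence · Test system – human OTR in CHO cells · Dosing – one concentration, 3.0 µM compound · Controls – EC15 oxytocin alone as 0%, 75 nM oxytocin as 100% · Evaluation – normalized max/min fluorescence ratio, % activation · Timing – 6 min pre-incubation, 100 s read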
M1 antag: human M1 muscarinic receptor antagonists, primary screen, CHO-K1 cells, Fluo-8 calcium fluorescence, 1536-well. CHO-K1 hM1, ACh EC80 antagonist. 1.3% of 360,000 active. inhibition, % at 3 µM;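 active = percent inhibition above its own plate's cutoff, namely the mean of that plate's compound wells plus 3 SD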;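 also: peak over basal fluorescence ratio during 140 s after agonist addition; 0% = ACh EC80 plus DMSO and 100% = DMSO alone without agonist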
CHO parental Ca: ATP-evoked calcium signal inhibitors, parental CHO, primary screen, counter-screen for OX1R antagonist project, cell-based, fluorescence, Fluo-8 calcium dye; parental CHO-K1, ATP-induced calcium, Fluo-8 fluorescence; inhibition, % at 5.6 µM; 0.63% of 330,000 active; AID 463079, 2010;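 active = inhibition above that plate's mean sample inhibition plus 3 SD, cut at about 26% in these data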;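 also: 0% = ATP-challenged DMSO wells and 100% = DMSO wells without ATP; some compounds past the cut are filed as inactive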
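Assay system: parental CHO cells; Read-out basis: percent inhibition of ATP-evoked calcium rise, normalized to controls; Benchmarks: ATP and no-ATP DMSO wells; Compound dosing: single nominal dose of 5.6 µM per compound; Signal: Fluo-8 calcium dye fluorescence; Also added: ATP as calcium-mobilizing challenge; Repeats: singlicate.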
OXTR ag: human OXTR agonists, primary screen, fluorescence, CHO-OTR cells, Fluo-8 calcium; Fluo-8 calcium fluorescence; normalized: DMSO 0%, oxytocin 100%; activation, % at 3 µM; 0.32% of 320,000 active;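 active = activation above the mean of all tested compounds plus 3 SD, cutoff set per screening run, cut at about 20% in these data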;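 also: peak over basal fluorescence ratio from a 100 s FLIPR kinetic read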
V1aR counter: agonists of human V1a receptor, primary screen, counter-screen for OXTR agonist project, fluorescence, CHO-V1R cells; Vasopressin V1a receptor (Homo sapiens), P37288; Fluo-8 calcium fluorescence, agonist mode; 0% DMSO, 100% 3 nM vasopressin; activation, % at 3 µM; AID 2797, 2010; 0.25% of 320,000 active;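 active = activation above the mean activation of all tested compounds plus 3 SD, per screening run, cut at about 20% in these data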;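 also: signal is peak over basal fluorescence ratio across a 100 second FLIPR read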
Target sequence (P37288 whole entry, looked up): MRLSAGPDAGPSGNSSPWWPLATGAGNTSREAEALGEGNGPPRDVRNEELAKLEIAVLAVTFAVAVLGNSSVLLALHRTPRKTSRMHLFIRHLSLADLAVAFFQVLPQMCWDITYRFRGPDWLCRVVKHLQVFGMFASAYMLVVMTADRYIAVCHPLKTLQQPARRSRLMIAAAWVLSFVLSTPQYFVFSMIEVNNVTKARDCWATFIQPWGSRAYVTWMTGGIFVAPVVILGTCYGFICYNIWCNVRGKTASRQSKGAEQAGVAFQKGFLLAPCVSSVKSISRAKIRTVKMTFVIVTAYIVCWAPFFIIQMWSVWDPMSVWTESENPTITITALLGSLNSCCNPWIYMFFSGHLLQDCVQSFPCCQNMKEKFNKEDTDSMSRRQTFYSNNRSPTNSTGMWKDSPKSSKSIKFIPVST
TAAR1 ag: human TAAR1 agonists, primary screen, Fluo-8 calcium fluorescence, CHO RD-HGA16 cells; 0.99% of 360,000 active; Trace amine-associated receptor 1 (Homo sapiens), Q96RJ0; AID 624467, 2012; vehicle wells 0%, saturating PEA agonist 100%; activation, % at 3 µM;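 active = activation above the mean activation of all test compounds in the run plus 3 SD, cut at about 38% in these data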
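System: CHO-derived RD-HGA16 cells with stable Gα16 and human TAAR1 / Times: 17-24 h plating, Fluo-8 75 min 37 °C, 30 min RT / Technique: calcium-sensitive Fluo-8 signal, excitation 470-495, emission 515-575 nm / Measure: % activation relative to PEA EC100 response / Benchmarks: DMSO and PEA EC100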
M1 PAM: human M1 muscarinic receptor positive allosteric modulators, primary screen, CHO-K1 cells, Fluo-8 calcium fluorescence, 1536-well | CHO-K1 hM1, ACh EC20; 0% = ACh EC20, 100% = maximal ACh | Muscarinic acetylcholine receptor M1 (Homo sapiens), P11229 | 0.088% of 360,000 active | activation, % at 3 µM; in the data active = activation above about 19%, passing the limit was not always enough
TAAR1 antagonist: human TAAR1 antagonists, primary screen, Fluo-8 calcium fluorescence, CHO RD-HGA16 cells; Trace amine-associated receptor 1 (Homo sapiens), Q96RJ0; antagonist; inhibition, % at 3 µM; 1.5% of 360,000 active; AID 624466, 2012;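 active = inhibition above a per-plate cutoff, the mean inhibition of test compounds on that plate plus 3 SD, cut at about 49% in these data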;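 also: 0% = DMSO plus EC80 beta-PEA response and 100% = DMSO alone without agonist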
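Test system: CHO RD-HGA16 cells bearing hTAAR1 | Reagent: β-PEA, EC80 | Compound dosing: 3 µM, single point | Schedule: Dye loading 75 min at 37 °C, then 30 min room temperature | Signal: Calcium fluorescence with Fluo-8 | Evaluation: Percent inhibition of PEA-evoked calcium signal, max/basal emission ratio | Control set: DMSO-only wells and EC80 β-PEA-stimulated wells | Repeats: Singlicate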
M1 ag: human M1 muscarinic receptor agonists, primary screen, Fluo-8 calcium fluorescence, CHO-K1 cells, HTS; Muscarinic acetylcholine receptor M1 (Homo sapiens), P11229; CHO-K1 hM1, agonist mode; 0% DMSO, 100% acetylcholine EC100; activation, % at 3 µM; 0.33% of 360,000 active;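 active = activation above the run's mean compound activation plus 3 SD, cut at about 16% in these data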;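 also: peak over basal fluorescence ratio within a 140 s kinetic read after compound addition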
* marks the source's active call; other numbers are inactive results.

Preview, 2 compounds:
`CCOC(=O)c1c(NC(=O)CSc2nc3ccccc3c(=O)n2-c2ccc(F)cc2)sc(C(C)=O)c1C` gave OXTR potentiate 1, M1 antag -9, CHO parental Ca -1, OXTR ag 1.0, V1aR counter 0.4, TAAR1 ag 6, M1 PAM 7, TAAR1 antagonist -4 and M1 ag -8.
Screening Cc1ccc(O)c(C(=O)c2cnc3c(c2)COc2ccccc2-3)c1 returned OXTR potentiate -21, M1 antag -9, CHO parental Ca -43, OXTR ag -2.8, V1aR counter -0.6, TAAR1 ag 7, M1 PAM 2, TAAR1 antagonist 18 and M1 ag -2.

Main list, repeating the preview:
`CCOC(=O)c1c(NC(=O)CSc2nc3ccccc3c(=O)n2-c2ccc(F)cc2)sc(C(C)=O)c1C` gave OXTR potentiate 1, M1 antag -9, CHO parental Ca -1, OXTR ag 1.0, V1aR counter 0.4, TAAR1 ag 6, M1 PAM 7, TAAR1 antagonist -4 and M1 ag -8.
Screening Cc1ccc(O)c(C(=O)c2cnc3c(c2)COc2ccccc2-3)c1 returned OXTR potentiate -21, M1 antag -9, CHO parental Ca -43, OXTR ag -2.8, V1aR counter -0.6, TAAR1 ag 7, M1 PAM 2, TAAR1 antagonist 18 and M1 ag -2.
Screening O=C(CN(C(=O)CNS(=O)(=O)c1ccccc1)c1ccc(Cl)cc1)NCC1CCCO1 (configuration not stated) returned OXTR potentiate -4, M1 antag -1, CHO parental Ca -18, OXTR ag 0.5, V1aR counter 0.4, TAAR1 ag 2, M1 PAM 4, TAAR1 antagonist 2 and M1 ag -4.
For Cc1nn(-c2ccccc2)c(C)c1C(=O)NCc1cccs1 the results were OXTR potentiate -3, M1 antag 0, CHO parental Ca -8, OXTR ag -1.0, V1aR counter 0.3, TAAR1 ag 2, M1 PAM 8, TAAR1 antagonist -4 and M1 ag -7.
`CCC1CCc2sc(C(=O)NCC(c3ccc(OC)cc3)N3CCOCC3)cc2C1` (configuration not stated) gave OXTR potentiate 8, M1 antag -4, CHO parental Ca -22, OXTR ag -1.4, V1aR counter 0.0, TAAR1 ag 2, M1 PAM -1, TAAR1 antagonist 1 and M1 ag -7.
`O=C(CN1CCCCC1)Nc1ccccc1NC(=O)CN1CCCCC1` gave OXTR potentiate 2, M1 antag -8, CHO parental Ca -11, OXTR ag 0.0, V1aR counter 1.1, TAAR1 ag 1, M1 PAM 8, TAAR1 antagonist 13 and M1 ag -5.
For Cn1c(NC(=O)Cc2ccc(F)cc2)cc(=O)n(C)c1=O the results were OXTR potentiate -5, M1 antag 1, CHO parental Ca -4, OXTR ag 1.3, V1aR counter 1.2, TAAR1 ag 2, M1 PAM 6, TAAR1 antagonist -12 and M1 ag -2.
For COc1ccc2c(CC(=O)OCC(=O)Nc3sc4c(c3C#N)CCC(C)C4)coc2c1 (configuration not stated) the results were OXTR potentiate -2, M1 antag 2, CHO parental Ca -3, OXTR ag -0.3, V1aR counter 1.0, TAAR1 ag 1, M1 PAM 6, TAAR1 antagonist -8 and M1 ag -4.
Screening Fc1ccc(C2CCCN2Cc2nc(-c3cnccn3)no2)cc1 (configuration not stated) returned OXTR potentiate -9, M1 antag 16, CHO parental Ca -9, OXTR ag 0.8, V1aR counter 0.7, TAAR1 ag 3, M1 PAM -6, TAAR1 antagonist 2 and M1 ag -4.
Screening O=C(COC(=O)CCc1nc2ccccc2s1)Nc1ccc(Cl)cn1 returned OXTR potentiate -14, M1 antag -13, CHO parental Ca -2, OXTR ag 1.1, V1aR counter 1.9, TAAR1 ag -1, M1 PAM 7, TAAR1 antagonist -1 and M1 ag -5.
COC(=O)c1cccc(NS(=O)(=O)c2ccc(OC)c(C(=O)N3CCOCC3)c2)c1C was read as OXTR potentiate -1, M1 antag 0, CHO parental Ca -4, OXTR ag 0.9, V1aR counter 0.2, TAAR1 ag -2, M1 PAM 4, TAAR1 antagonist -7 and M1 ag -3.
For Cc1ccc(C(=O)NCCc2nnc3ccc(SCC(=O)N4CCCC4)nn23)cc1 the results were OXTR potentiate -10, M1 antag -9, CHO parental Ca 5, OXTR ag 0.0, V1aR counter -0.4, TAAR1 ag 2, M1 PAM 9, TAAR1 antagonist -18 and M1 ag -5.
Screening Cc1ccc(C(=O)N2CCN(c3ncc(C(F)(F)F)cc3Cl)CC2)s1 returned M1 antag 0, TAAR1 ag -2, M1 PAM -1, TAAR1 antagonist -4 and M1 ag -4.
CC(C)C(C=Cc1ccccc1)=NNS(=O)(=O)c1ccccc1 was read as M1 antag -1, TAAR1 ag 0, M1 PAM -3, TAAR1 antagonist -9 and M1 ag -5.
For COc1ccccc1N(Cc1ccccc1)S(=O)(=O)c1cc(C(=O)O)ccc1Cl the results were OXTR potentiate 4, M1 antag 7, CHO parental Ca -1, OXTR ag 0.7, V1aR counter 0.1, TAAR1 ag 0, M1 PAM -1, TAAR1 antagonist 15 and M1 ag -3.
`CCCc1c(C)[nH]c2ccc(C(=O)O)cc2c1=S` gave M1 antag -5, TAAR1 ag -2, M1 PAM 5, TAAR1 antagonist 4 and M1 ag -3.
For CN(CC(=O)Nn1cnnc1)S(=O)(=O)c1ccc(Br)cc1 the results were OXTR potentiate -4, M1 antag -5, CHO parental Ca -10, OXTR ag -0.1, V1aR counter -0.7, TAAR1 ag 20, M1 PAM 2, TAAR1 antagonist -7 and M1 ag -3.
Cc1ccc2c(c1)S(=O)(=O)c1ccc3ccccc3c1N2 was read as M1 antag -8, TAAR1 ag 1, M1 PAM 2, TAAR1 antagonist 6 and M1 ag -1.
Screening O=C(O)Cc1ccc(NC(=O)CCN2C(=O)c3ccc([N+](=O)[O-])cc3C2=O)cc1 returned M1 antag -2, TAAR1 ag -1, M1 PAM 9, TAAR1 antagonist 14 and M1 ag -9.
`CC(=O)Nc1ccc(S(=O)(=O)Nc2ccc3c(c2)OCCO3)cc1` gave OXTR potentiate -15, M1 antag 4, CHO parental Ca -9, OXTR ag 2.8, V1aR counter 3.8, M1 PAM -9 and M1 ag -3.
CCCCN1C(=O)C(=O)N(CC(=O)Nc2cc(Cl)ccc2OC)C1=O was read as OXTR potentiate -5, M1 antag -19, CHO parental Ca -10, OXTR ag 3.8, V1aR counter 2.7, TAAR1 ag 1, M1 PAM 28*, TAAR1 antagonist 9 and M1 ag 1.
For Nc1nc(-c2ccc3c(c2)CCCC3)cs1 the results were OXTR potentiate -5, M1 antag -11, CHO parental Ca -13, OXTR ag -1.0, V1aR counter -0.9, TAAR1 ag -4, M1 PAM -2, TAAR1 antagonist -10 and M1 ag -4.
`COc1ccc(Cl)cc1N(CC(=O)NCc1ccccn1)S(=O)(=O)c1ccc(C)cc1` gave M1 antag -2, TAAR1 ag 2, M1 PAM 2, TAAR1 antagonist -1 and M1 ag -5.
`CC1=C(C(=O)Nc2cccnc2)C(c2ccc(C(C)C)cc2)n2ncnc2N1` (configuration not stated) gave M1 antag -14, TAAR1 ag 2, M1 PAM 9, TAAR1 antagonist 3 and M1 ag -4.
Screening CC(C)(C)[C@@H]1C=C(C(=O)O)O[C@H](OCc2ccc(CO)cc2)C1 returned OXTR potentiate -6, M1 antag -2, CHO parental Ca 3, OXTR ag 1.4, V1aR counter 1.1, TAAR1 ag 11, M1 PAM 6, TAAR1 antagonist 15 and M1 ag -3.
For O=C(NC1CCCC1)C(c1cccnc1)N(Cc1ccc(F)cc1)C(=O)c1csnn1 (configuration not stated) the results were OXTR potentiate -10, M1 antag 0, CHO parental Ca -1, OXTR ag -0.6, V1aR counter 3.0, TAAR1 ag 4, M1 PAM 8, TAAR1 antagonist -11 and M1 ag -4.
O=C(NCc1ccc(F)cc1)C(c1ccc(Cl)cc1)N(C(=O)c1csnn1)C1CC1 (configuration not stated) was read as OXTR potentiate -8, M1 antag 0, CHO parental Ca -10, OXTR ag -1.7, V1aR counter 2.8, TAAR1 ag 5, M1 PAM 8, TAAR1 antagonist -15 and M1 ag -2.
CCC1(CC)C(=O)C2=C3C1[C@H](C(=O)OC)CC(C(=O)OC)C[C@H]3n1c(=O)n(-c3ccccc3)c(=O)n1[C@H]2C (some centres not stated) was read as OXTR potentiate -1, CHO parental Ca -25, OXTR ag -1.5, V1aR counter -1.5, TAAR1 ag 4 and TAAR1 antagonist 4.
`CN(C)c1ccc(NC2=C([N+](=O)[O-])CS(=O)(=O)C2)cc1` gave OXTR potentiate 0, M1 antag -26, CHO parental Ca -3, OXTR ag -0.2, V1aR counter 0.0, TAAR1 ag 10, M1 PAM 14, TAAR1 antagonist -6 and M1 ag 0.
CCOC(=O)Nc1cccc(OCC(=O)Nc2ccccc2OCC)c1 was read as OXTR potentiate 3, M1 antag -8, CHO parental Ca -16, OXTR ag -2.3, V1aR counter 3.9, TAAR1 ag 7, M1 PAM -3, TAAR1 antagonist 28 and M1 ag -5.
`Cc1ccc(N2C(=NC(=O)c3ccccc3)SC3CS(=O)(=O)CC32)cc1` (configuration not stated) gave OXTR potentiate -5, M1 antag -17, CHO parental Ca -4, OXTR ag 0.8, V1aR counter 0.4, TAAR1 ag 3, M1 PAM 17, TAAR1 antagonist -11 and M1 ag 4.
For Cc1onc(-c2ccccc2Cl)c1C(=O)OCC(=O)c1ccc2c(c1)OCCO2 the results were OXTR potentiate -8, M1 antag 8, CHO parental Ca -7, OXTR ag -1.4, V1aR counter 1.9, TAAR1 ag 8, M1 PAM -3, TAAR1 antagonist 15 and M1 ag -4.
For CC(=O)c1ccc(-c2ccc([C@H]3[C@@H]4C=CCC[C@@]4(C)C(=O)N3Cc3ccccc3)c(F)c2)cc1 the results were OXTR potentiate -7, M1 antag 0, CHO parental Ca -41, OXTR ag -0.3, V1aR counter 0.8, TAAR1 ag 4, M1 PAM -6, TAAR1 antagonist 5 and M1 ag -4.
